High-throughput results as filed in PubChem BioAssay.
HCMV antiviral: blocks human cytomegalovirus replication; HFF cells, HCMV-luciferase reporter, 72 h; active compounds read low; activity change, negative = inhibition, % at 57.5 µM; 410,000 compounds, 4.5% hits; AID 1259415; in the data active = activity change below about -60%; inconclusive = no clear call, values can overlap the other calls; inactive = above about -39%
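HFF cells seeded 16 h at 37C, treated with compounds, infected with luciferase-reporter HCMV at MOI 1 PFU/cell; luciferase read at 72 h post infection, normalized to buffer-only and Salinomycin controls.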
HCV inh: inhibitors of hepatitis C virus infection; AID 651820; Huh7.5.1 HCVcc-Cre infection, luciferase reporter, 44 h; 340,000 compounds, 3.4% hits; Potency, µM (series often up to 41.8 µM), for the others: top-dose activity change, negative = inhibition, hits mostly inhibitors; active = well fitted inhibition curve with a large enough effect; inconclusive = small, poorly fitted or top-dose-only effect, or another doubt; inactive = no such curve, though single readings can be large or run the other way; also: potency is read from the fitted curve at half-maximal effect
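Compounds are dispensed onto cells plated 4 h earlier at 1,000 per well, with HCVcc-Cre virus (about 0.5 moi) added next. Following 44 h of culture, luminescent signal is measured for 15 sec after 15 min with substrate at room temperature.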
Starred values were filed as active, the others as inactive; ? = inconclusive; [ ] = dose if it differs, or a comment. % is scaled to controls: 0 for no effect and ±100 for the full control effect.

Structure: C=CCn1c(=O)/c(=C/c2ccc(Cl)cc2)s/c1=C(\C#N)c1nnc2n1CCCCC2
  HCMV antiviral: -10; HCV inh: ?

Structure: CC(OC(=O)Nc1ccccc1)C(=O)OC1CCCCC1 (stereo not drawn)
  HCMV antiviral: 10; HCV inh: -2%

Structure: CCOc1ccc(NS(=O)(=O)c2ccc(C(=O)N(C)CC(=O)Nc3ccccc3Br)cc2)cc1
  HCMV antiviral: 0; HCV inh: -22%

Structure: CN1C(=O)C(Cc2ccccc2)C(=O)N(C)C1=O
  HCMV antiviral: 10; HCV inh: 29%

Structure: Cc1ccccc1C(=O)NCCCNC(=O)c1ccccc1C
  HCMV antiviral: 11; HCV inh: 18%

Structure: CC(Oc1ccc(Br)cc1)C(=O)Nc1ccc(S(=O)(=O)NC2=NCCCCC2)cc1 (stereo not drawn)
  HCMV antiviral: -35; HCV inh: -22%

Structure: CN1OC[C@@H]2CN(C(=O)CCc3ccccc3)[C@H](c3cccc(Oc4ccccc4)c3)C[C@@H]21
  HCMV antiviral: 13; HCV inh: -2%

Structure: COc1ccc(Nc2nc(C)cc(-c3cc(-c4ccccc4)on3)n2)cc1
  HCMV antiviral: -7; HCV inh: 7%

Structure: O=C(OCc1ccccc1C(F)(F)F)c1ccc(Br)c(S(=O)(=O)N2CCOCC2)c1
  HCMV antiviral: -7; HCV inh: -27%

Structure: Oc1ccc(C[C@H]2CNC(=S)N2CC2CCCN2C[C@H](Cc2ccc(O)cc2)N2C[C@H](Cc3ccc(O)cc3)N(CC3CCCCCC3)C2=S)cc1 (stereo partly drawn)
  HCMV antiviral: -67*; HCV inh: ?

Structure: O=C(Nc1ccc(Cl)c(C(F)(F)F)c1)NC1CC2CCCC(C1)N2C1CC1 (stereo not drawn)
  HCMV antiviral: 6; HCV inh: ?

Structure: CCOC(=O)C1CCCN(C(=O)C2CCN(Cc3nc(-c4ccc(Cl)cc4)oc3C)CC2)C1 (stereo not drawn)
  HCMV antiviral: -25; HCV inh: 11µM*

Structure: COC(=O)NN1C(=O)C(c2ccccc2)=C(c2ccc(Cl)cc2)C1=O
  HCMV antiviral: 11; HCV inh: 4%

Structure: COCCNC(=O)c1cc(-c2ccccc2)nn1CC1CC(c2cccc([N+](=O)[O-])c2)=NO1 (stereo not drawn)
  HCMV antiviral: 53; HCV inh: 7%

Structure: CCOC(=O)C1(C(N)=O)OC1(c1ccc(Cl)cc1)c1ccccc1Cl (stereo not drawn)
  HCMV antiviral: -15; HCV inh: 7%

Structure: O=c1c2ccccc2nc(-c2ccccc2)n1O
  HCMV antiviral: -14; HCV inh: 8%

Structure: CC(=O)OC(C)(C)/C=C/C(=O)C(C)(O)C1C(O)CC2(C)C3CC=C4C(CC(O)C(=O)C4(C)C)C3(C)C(=O)CC12C (stereo not drawn)
  HCMV antiviral: -98*; HCV inh: ?

Structure: COc1ccc(-c2nn(-c3ccccc3)cc2C(=O)N2CCN(S(=O)(=O)c3ccccc3[N+](=O)[O-])CC2)cc1
  HCMV antiviral: ?; HCV inh: ?

Structure: C[C@@H]1CN([C@H](C)CO)C(=O)c2cc(NC(=O)Nc3ccc(C(F)(F)F)cc3)ccc2O[C@H]1CN(C)C(=O)Nc1ccc(F)cc1
  HCMV antiviral: -24; HCV inh: 14%

Structure: O=C(Cc1ccccc1)NC(CSSCC(NC(=O)Cc1ccccc1)C(=O)O)C(=O)O (stereo not drawn)
  HCMV antiviral: 6; HCV inh: 12%

Structure: CCCCCCC(=O)N1CCN(c2cc3c(cc2F)c(=O)c(C(=O)O)cn3CC)CC1
  HCMV antiviral: 11; HCV inh: 19%

Structure: Cc1cc(N2C(=O)C(=O)/C(=C(/O)c3ccccc3)C2c2cccc(Br)c2)no1 (stereo not drawn)
  HCMV antiviral: -21; HCV inh: ?

Structure: CC(C)c1ccc(N(CCc2ccccn2)C(=O)C(C)(C)C)cc1
  HCMV antiviral: -35; HCV inh: -1%

Structure: N#CC1c2ccccc2-n2nncc2CN1S(=O)(=O)c1ccccc1 (stereo not drawn)
  HCMV antiviral: 3; HCV inh: ?

Structure: O=C(O)c1ccccc1Cc1ccc2c(c1)CCCC2
  HCMV antiviral: 40; HCV inh: 4%

Structure: CCN(CC)c1ccc(S(=O)(=O)N2CCOCC2)cc1NC(=O)COC(=O)/C=C/c1ccccc1
  HCMV antiviral: ?; HCV inh: -25%

Structure: O=c1cc(-c2nn[nH]n2)[nH]c(=O)[nH]1
  HCMV antiviral: 13; HCV inh: 0%

Structure: O=C(Nc1ccccc1)Nc1ccc(Cl)nc1Cl
  HCMV antiviral: -11; HCV inh: -10%

Structure: CN(C)CC(O)c1ccc(C=Cc2ccc(Cl)cc2)cc1 (stereo not drawn)
  HCMV antiviral: 18; HCV inh: ?

Structure: Cc1ccc(Cn2c(C(C)Nc3nc(-c4ccc(F)cc4)cs3)nc3cc(C(F)(F)F)ccc32)cc1 (stereo not drawn)
  HCMV antiviral: -10; HCV inh: -5%

Structure: O=C(O)c1cncc(SCc2ccccc2)n1
  HCMV antiviral: 18; HCV inh: 8%

Structure: Clc1ncccc1OCc1ccccc1
  HCMV antiviral: -18; HCV inh: 7%

Structure: Cc1nc2c(Br)cc(Br)cc2c(=O)n1-c1ccccc1NC1OCC(O)C(O)C1O (stereo not drawn)
  HCMV antiviral: -77*; HCV inh: -24%

Structure: COc1ccc(/C=C2\CCCCC2=O)cc1
  HCMV antiviral: 58; HCV inh: -11%

Structure: O=C(NCc1cccc(Br)c1)c1cc(-c2ccccc2)nn1CC1CC(c2cccc([N+](=O)[O-])c2)=NO1 (stereo not drawn)
  HCMV antiviral: 24; HCV inh: ?

Structure: O=C(c1ccc(S(=O)(=O)N2CCCCCC2)cc1)N1CCN(c2ccccc2F)CC1
  HCMV antiviral: -23; HCV inh: ?

Structure: O=C(NCc1ccccc1)c1cccc(NC(=O)c2ccccc2)c1
  HCMV antiviral: -11; HCV inh: ?

Structure: Cc1nc(SCC(=O)Nc2c(C)n(C)n(-c3ccccc3)c2=O)c2cnn(-c3ccccc3)c2n1
  HCMV antiviral: 57; HCV inh: 25µM*

Structure: NC(=S)N1N=C(c2ccccc2)CC1=O
  HCMV antiviral: 12; HCV inh: 12%

Structure: CC[C@H]1CN2CCC1C[C@@H]2[C@H](O)c1ccnc2ccc(OC)cc12 (stereo partly drawn)
  HCMV antiviral: -25; HCV inh: -1%

Structure: COC(=O)c1cc2c([nH]c1=O)CCCC2=O
  HCMV antiviral: -13; HCV inh: 14%

Structure: CCn1c(SCC(=O)N2c3ccccc3CC2C)nnc1-c1ccco1 (stereo not drawn)
  HCMV antiviral: 12; HCV inh: -11%

Structure: CN1/C(=C/C(=O)COC(=O)C2COc3ccccc3O2)C(C)(C)c2ccccc21 (stereo not drawn)
  HCMV antiviral: 51; HCV inh: 0%

Structure: S=C1NCCC12C(=S)Nc1ccccc12 (stereo not drawn)
  HCMV antiviral: 32; HCV inh: 24%

Structure: Cc1c(C)[n+](=O)c(C)c(C)n1[O-]
  HCMV antiviral: -20; HCV inh: 4%

Structure: N=C(N)SCc1ccc(Cl)c2ccccc12
  HCMV antiviral: -34; HCV inh: 2%

Structure: N#Cc1cn(Cc2ccco2)c(=O)[nH]c1=O
  HCMV antiviral: -24; HCV inh: 18%

Structure: [O-]C1=N[N+](=C(c2ccccc2)c2ccccc2)C1
  HCMV antiviral: -22; HCV inh: 19%

Structure: CCCC1CC(=O)NC1(C(=O)OCC)C(=O)OCC (stereo not drawn)
  HCMV antiviral: -22; HCV inh: 26%

Structure: Cc1ncc(S(=O)(=O)c2ccc(Cl)cc2)c(N)n1
  HCMV antiviral: 65; HCV inh: 0%

Structure: Cc1nc(NCCCN2CCOCC2)c2cnn(-c3ccccc3)c2n1
  HCMV antiviral: 42; HCV inh: -10%

Structure: CCc1ccc2nc(SCC(=O)N3CCCCC3)c(C#N)cc2c1
  HCMV antiviral: 1; HCV inh: ?

Structure: CN(C)c1nc2c(N)ncnc2n1C1OC(CO)C(O)C1O (stereo not drawn)
  HCMV antiviral: -20; HCV inh: 30%

Structure: O=C1N[C@@H](Cc2cn(S(=O)(=O)c3ccc([N+](=O)[O-])cc3)c3ccccc23)C(=O)N[C@H]1Cc1ccccc1
  HCMV antiviral: 15; HCV inh: 0%

Structure: Cc1ccc(-c2nc(C)sc2CC(=O)OCC(=O)Nc2ccc(F)c(Cl)c2)cc1
  HCMV antiviral: -7; HCV inh: 14%

Structure: O=C(Nc1ccc(Cl)c(C(F)(F)F)c1)[C@@H]1CC=C[C@@H]2CCN(C3CCCCC3)C(=O)[C@@H]21
  HCMV antiviral: -1; HCV inh: -3%

Structure: COc1ccccc1-n1cc2ccc([N+](=O)[O-])cc2n1
  HCMV antiviral: 70; HCV inh: -2%

Structure: Nc1ncnc2c1cnn2C1CC(O)C(CO)O1 (stereo not drawn)
  HCMV antiviral: 9; HCV inh: 25%

Structure: COC(C[C@H]1O[C@@H]1C(=O)[C@H](C)OCc1ccccc1)OC
  HCMV antiviral: 49; HCV inh: ?

Structure: Cc1cc(C)c2c(n1)nn1c(NCCCN3CCOCC3)cc(C)nc21
  HCMV antiviral: 30; HCV inh: 23%

Structure: CCC1CCC/C1=N\NC(=O)c1ccccc1Cl (stereo not drawn)
  HCMV antiviral: -6; HCV inh: 2%

Structure: COc1ccccc1N1CCN(CCCCN2C(=O)C3CCCN3C2=O)CC1 (stereo not drawn)
  HCMV antiviral: 17; HCV inh: 12%

Structure: Cc1nnc2sc(SCC(=O)N3CCc4ccccc43)nn2c1=O
  HCMV antiviral: -21; HCV inh: -9%

Structure: C=CCN(c1ccc(OC)cc1)S(=O)(=O)c1ccc(Cl)c(C(=O)OCC(=O)c2c(N)n(C)c(=O)n(C)c2=O)c1
  HCMV antiviral: 23; HCV inh: ?

Structure: CCOc1ccccc1C(=O)OCC(=O)Nc1cccc(S(=O)(=O)NC2=NCCCCC2)c1
  HCMV antiviral: -14; HCV inh: -1%

Structure: CC12CCC(=O)C=C1CCC1C3CC(O)C(O)(C(=O)CO)C3(C)CC(O)C12F (stereo not drawn)
  HCMV antiviral: 27; HCV inh: 9%

Structure: NC(=O)C1(N2CCCCC2)CCN(S(=O)(=O)c2ccccc2)CC1
  HCMV antiviral: 12; HCV inh: -12%

Structure: CC(=NNC(=S)N(Cc1ccccn1)Cc1ccccn1)c1cnccn1
  HCMV antiviral: -98*; HCV inh: ?

Structure: COc1ccccc1NS(=O)(=O)c1ccc(C(=O)NCC(c2ccco2)N2CCCCC2)cc1 (stereo not drawn)
  HCMV antiviral: 0; HCV inh: -17%

Structure: COc1ccccc1NS(=O)(=O)c1cc(C(=O)Nc2ccc(S(=O)(=O)Nc3onc(C)c3C)cc2)ccc1C
  HCMV antiviral: -7; HCV inh: 30%

Structure: CCOc1ccc(-c2nnc3sc(-c4ccccc4OC)nn23)cc1
  HCMV antiviral: -9; HCV inh: 10%

Structure: O=[N+]([O-])c1ccc(S(=O)(=O)NN=Cc2ccc3c(c2)OCO3)cc1
  HCMV antiviral: -10; HCV inh: -5%

Structure: COC(=O)c1cccc2c(C(=O)O)cc(-c3ccccc3)nc12
  HCMV antiviral: -2; HCV inh: 36%[activator]

Structure: Cc1ccc(NC(=S)NC(=O)c2cncc(Br)c2)cc1Cl
  HCMV antiviral: ?; HCV inh: -30%

Structure: O=C1NC(=O)N(Cc2ccccc2)C(=O)C1Cc1ccccc1 (stereo not drawn)
  HCMV antiviral: -1; HCV inh: 20%

Structure: CN(C(=O)c1cc2c(=O)n3ccccc3nc2s1)C1CCCCC1
  HCMV antiviral: 52; HCV inh: ?

Structure: Cc1ccccc1-n1c(CNc2ccccc2)nc2ccccc2c1=O
  HCMV antiviral: -8; HCV inh: -13%

Structure: CCc1ccc(-c2cnc3nc[nH]c(=O)c3n2)cc1
  HCMV antiviral: 41; HCV inh: -5%

Structure: CCOC(=O)C1CCC(=O)C1 (stereo not drawn)
  HCMV antiviral: -20; HCV inh: 16%

Structure: CC(CNc1ccc(Cl)cc1)(CNc1ccc(Cl)cc1)[N+](=O)[O-]
  HCMV antiviral: -31; HCV inh: -16%

Structure: Nc1nc(Nc2ccc(Cl)cc2)c(NC=O)c(=O)[nH]1
  HCMV antiviral: 1; HCV inh: 9%

Structure: Cc1ccccc1Cn1c(=O)c2c(nc3n2CCN3Cc2ccco2)n(C)c1=O
  HCMV antiviral: 16; HCV inh: -24%

Structure: COc1ccc(NC(=O)Nc2ccc3[nH]ccc3c2)cc1
  HCMV antiviral: 52; HCV inh: 6%

Structure: COCCCNP1(=O)OCC(C)([N+](=O)[O-])CO1 (stereo not drawn)
  HCMV antiviral: -23; HCV inh: -12%

Structure: COC(=O)C1=C(c2ccccc2)C[C@@H]2CC[C@H]1N2C(=O)N1CCC(O)CC1
  HCMV antiviral: -9; HCV inh: 10%

Structure: CCC(O)(Cc1ccccn1)Cc1ccccn1
  HCMV antiviral: -7; HCV inh: 8%

Structure: O=C1CCC[C@@H]2Cc3nc4ccc(Cl)cc4cc3[C@@H]3CCN1[C@H]23
  HCMV antiviral: -2; HCV inh: -16%

Some of the compounds tested (hit frequency here may not be typical).
